TrxR1 inh – inhibitors of rat thioredoxin reductase 1; recombinant rTrxR1, NADPH fluorescence consumption, selenite substrate; Potency, µM (top dose mostly 114 µM), for the others: at the highest dose activity change, negative = inhibition, hits mostly inhibitors; 1% of 390,000 active; AID 588453; note: % is set by controls: 0 for no effect and ±100 for the full control effect; nearly all actives have a fitted effect of over 65% in size
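Rat TrxR1 (90 nM in the dispensed reagent) was pre-reduced with 400 uM NADPH for 5 min at room temperature, then incubated with compound for 15 min. After 400 uM selenite was added, NADPH fluorescence (Ex 340/Em 450 nm) was followed for 8 min.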
Vif-A3G inh – inhibitors of Vif-APOBEC3G interaction; 0.076% of 410,000 active; HeLa A3G-eYFP + Vif (tagged APOBEC3G with the HIV-1 protein that degrades it), YFP fluorescence, overnight; Q9HC16; Potency, µM (titrated, usually from 46.1 µM), inactives show at the top dose activity, negative = active, usual class: inhibitors; AID 602310;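 note: % is set by controls: 0 for no effect and ±100 for the full control effect; nearly all actives have a fitted effect of over 60% in size; hits raise eYFP signal because A3G escapes Vif-driven loss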
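HeLa cells stably expressing Vif and C-terminally eYFP-tagged A3G, seeded overnight at 37 deg C, then exposed to compound by pintool overnight at 37 deg C. Rise in yellow fluorescence (Ex 488/Em 500-530, Acumen) marks blocked Vif-driven A3G degradation.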
Vif-A3F inh – inhibitors of Vif-A3F interaction; HeLa A3F-eYFP + Vif (tagged APOBEC3F with the HIV-1 protein that degrades it), YFP fluorescence increase; Potency, µM (highest dose often 46.1 µM), for inactives: at the top dose activity, negative = active; 0.2% of 390,000 active; AID 602313; note: % of control where 0% means no effect; nearly all actives have a fitted effect of over 65% in size
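HeLa cells stably expressing A3F-eYFP plus Vif, plated and incubated overnight at 37 deg C, then exposed to compounds overnight at 37 deg C. Blocked degradation read as raised yellow fluorescence (Ex 488/Em 500-530).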
RXFP1 agonist – activates the human relaxin receptor RXFP1. 0.3% of 370,000 active. Q9HBX9. HEK293T-RXFP1 cAMP TR-FRET, 30 min; response scale: percent of porcine relaxin response, buffer zero. Potency, µM (top dose mostly 57.5 µM), for inactives: at the top dose activation, most hits filed as activators; note: % is set by controls: 0 for no effect and ±100 for the full control effect; nearly all actives have a fitted effect of over 60% in size; many of its hits are not listed in these tables
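HEK293 cells stably expressing RXFP1, treated 30 min at 37C with compounds plus PDE4 inhibitor Ro 20174; cAMP measured by HTRF TR-FRET. Normalized to buffer and 29 nM porcine relaxin; EC50 by Hill fit.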
TrxR1 substrate – is turned over as a substrate by rat TrxR1; AID 588456; O89049; 0.01% of 390,000 active; Potency, µM (top dose mostly 114 µM), without a hit: top-dose activity change, negative = substrate turnover; purified TrxR1 substrate turnover, NADPH consumption readout; note: % is set by controls: 0 for no effect and ±100 for the full control effect; nearly all actives have a fitted effect of over 50% in size
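Rat TrxR1, dispensed at 90 nM, was prereduced with 400 uM NADPH (final) for 5 min at ~22 deg C, then incubated with compound 15 min before 400 uM selenite. A first-read NADPH fluorescence drop versus no-compound background flagged substrates.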
USP1 inh – blocks the human USP1/UAF1 deubiquitinase complex. recombinant USP1/UAF1, Ub-Rhodamine cleavage fluorescence. Potency, µM (doses to about 57.1 µM), for inactives: at the highest dose activity change, negative = inhibition, hits mostly inhibitors. 0.23% of 390,000 active. AID 743255; note: % is set by controls: 0 for no effect and ±100 for the full control effect; nearly all actives have a fitted effect of over 60% in size; inactives centre near -12
Target sequence (O94782 whole entry, looked up): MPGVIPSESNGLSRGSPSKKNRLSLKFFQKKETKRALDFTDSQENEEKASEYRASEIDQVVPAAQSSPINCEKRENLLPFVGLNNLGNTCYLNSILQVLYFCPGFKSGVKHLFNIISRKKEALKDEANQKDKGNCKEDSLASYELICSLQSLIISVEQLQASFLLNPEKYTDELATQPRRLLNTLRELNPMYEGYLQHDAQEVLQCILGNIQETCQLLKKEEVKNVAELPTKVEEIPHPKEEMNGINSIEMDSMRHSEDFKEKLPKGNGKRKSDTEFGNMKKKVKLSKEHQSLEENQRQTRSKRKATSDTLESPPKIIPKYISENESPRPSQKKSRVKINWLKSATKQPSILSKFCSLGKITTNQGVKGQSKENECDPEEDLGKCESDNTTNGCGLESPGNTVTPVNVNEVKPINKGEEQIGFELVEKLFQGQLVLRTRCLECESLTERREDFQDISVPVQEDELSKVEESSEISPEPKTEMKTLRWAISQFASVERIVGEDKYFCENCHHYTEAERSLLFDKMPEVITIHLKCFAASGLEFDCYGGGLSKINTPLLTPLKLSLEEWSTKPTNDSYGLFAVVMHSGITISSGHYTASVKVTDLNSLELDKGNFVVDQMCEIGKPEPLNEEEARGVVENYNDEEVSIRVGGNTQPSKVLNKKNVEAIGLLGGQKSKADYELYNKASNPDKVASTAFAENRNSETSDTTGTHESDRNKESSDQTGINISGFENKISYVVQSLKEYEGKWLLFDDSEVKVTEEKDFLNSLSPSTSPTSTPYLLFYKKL
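High-throughput fluorogenic screen: 1nM USP1/UAF1 complex, Ub-Rho substrate 150nM final, 50mM HEPES pH 7.8 with 0.5mM EDTA, 0.1 mg/ml BSA, 1mM TCEP and 0.01% Tween-20.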
ALOX12 inh – blocks human arachidonate 12S-lipoxygenase. P18054. purified 12hLO, xylenol orange hydroperoxide absorbance. Potency, µM (doses to about 108 µM), for the others: at the highest dose activity change, negative = inhibition, hits mostly inhibitors. 1.1% of 580,000 active. AID 1671190; note: % is set by controls: 0 for no effect and ±100 for the full control effect
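Purified human 12hLO (150 nM final) in 25 mM Hepes, 0.01% Triton X-100, pH 7.0 was preincubated 15 min at room temperature with compound. Then 40 uM arachidonic acid was added, 30 min. Hydroperoxide was read by Fe-XO absorbance ratio 573/405 nm.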
RGS4 inhibitor – blocks human RGS4-accelerated GTP hydrolysis; AID 504845; P49798; Potency, µM (top dose mostly 114 µM), without a hit: at the top dose activity change, negative = inhibition, most hits filed as inhibitors; Transcreener GDP fluorescence polarization, RGS4-accelerated GTP hydrolysis; 0.039% of 390,000 active; note: % is set by controls: 0 for no effect and ±100 for the full control effect; nearly all actives have a fitted effect of over 75% in size; some results filed as inactive show a strong effect at the top dose
Target sequence (P49798 whole entry, looked up): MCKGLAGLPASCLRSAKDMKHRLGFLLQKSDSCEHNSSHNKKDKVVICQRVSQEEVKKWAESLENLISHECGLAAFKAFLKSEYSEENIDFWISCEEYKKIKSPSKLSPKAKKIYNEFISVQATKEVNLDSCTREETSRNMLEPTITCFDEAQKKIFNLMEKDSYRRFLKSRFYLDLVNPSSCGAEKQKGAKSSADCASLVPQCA
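MLSMR compounds (23 nl, pin-transferred) preincubated 10 min at room temperature with a 500nM (2x) first reagent, then RGS4 at 900nM (2x) plus Transcreener GDP mix added; fluorescence polarization (620/688 nm) read before and after 90 min at 30 °C.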
IDH1 R132H inh – inhibitors of human mutant IDH1 R132H | Potency, µM (doses to about 76.6 µM), for the others: top-dose activity change, negative = inhibition, actives largely listed as inhibitors | 0.093% of 390,000 active | IDH1-R132H enzyme, NADPH consumption, diaphorase/resazurin fluorescence; note: % is set by controls: 0 for no effect and ±100 for the full control effect; nearly all actives have a fitted effect of over 65% in size
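IDH1-R132H (0.5 ug/mL) preincubated 30 min with compound, then NADPH (0.016 mM) and alpha-KG (2 mM) added; 80 min at RT, pH 7.5. Remaining NADPH coupled via diaphorase/resazurin to fluorescence (540/590 nm); concentration-response curves normalized to no-enzyme control.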
The depositor's hits bear a star; ? = inconclusive; nt = no result given; & = joins results of further samples; [ ] = remark or other dose. Calls come from the whole dose curve; as a rule, active = well fitted curve in the direction sought with a large enough effect; inconclusive = small, poorly fitted or top-dose-only effect, or another doubt; inactive = no such curve, though single readings can be large; an effect the other way counts as inactive or inconclusive. Potency is the fitted concentration of half-maximal effect.

SMILES	TrxR1 inh	Vif-A3G inh	Vif-A3F inh	RXFP1 agonist	TrxR1 substrate	USP1 inh	ALOX12 inh	RGS4 inhibitor	IDH1 R132H inh
Cc1c(C(c2ccc(F)cc2)c2c(O)c3ccccc3oc2=O)c(=O)n(-c2ccccc2)n1C (stereo unspecified)	-7.5%	-4.2%&4.7%	-16.7%&-3.3%	0.7%&5.4%	-8.9%	1.2%&-17.6%	?	38.3%&-23.6%	6.6%&0.1%
O=C(COc1ccc2c3c(c(=O)oc2c1)CCC3)N1C[C@H]2C[C@@H](C1)c1cccc(=O)n1C2	5.8%	0.4%	4.6%	8.1%	21.1%	?	17.2%	6.6%	-5.2%
O=[N+]([O-])c1ccc(N2CCCC2)cc1N/N=C1\CN2CCC1CC2	-17.6%	2.8%	-2.5%	1.9%	-13.8%	-9.1%	-28.9%	13.1%	5.6%
COC(=O)C1=COC(C)C2CN3CCC4(C(=O)Nc5ccccc54)C3CC12 (stereo unspecified)	4.6%[57.1 µM]	-12.1%	-5.1%	-0.6%	5.6%	-4.5%	-21.9%	-10.9%	0.5%
Cc1cccc(C2CC(=O)Oc3c2c(=O)oc2ccccc32)c1 (stereo unspecified)	14.0%	nt	nt	-6.1%	21.7%	-19.0%	-14.5%	11.5%	nt
CC1=CC(=C2C(=O)NC(=O)NC2=O)C=C(C(F)(F)F)N1Cc1ccccc1	-8.1%	?	-22.4%	-1.6%	-12.4%	-9.4%	-20.2%	3.0%	-4.2%
CCOc1cc2c(cc1OCC)-n1cccc1C(c1ccc(OC)c(OC)c1)NC2 (stereo unspecified)	26.5%	2.8%	-9.7%	1.9%	10.8%	-23.2%	?	-20.5%	0.0%
O=C(Cn1cnc2ccccc2c1=O)NCC(=O)N1CCC2(CC1)OCCO2	8.6%[57.1 µM]	-0.7%	-9.8%	2.9%	9.8%[57.1 µM]	3.3%	178.8%[activator]	-0.6%	-1.0%
COc1cc(C(c2c(C)[nH]n(-c3ccccc3)c2=O)c2c(C)[nH]n(-c3ccccc3)c2=O)cc(OC)c1OC	?	-12.5%	-6.6%	0.4%	-5.8%	?	?	-16.9%	-0.3%
O=P(N1CC1)(N1CC1)N1CCc2ccccc21	-5.4%	-0.5%	8.5%	nt	4.8%	-10.7%	-7.2%	3.0%	-3.4%
CCOP(=O)(OCC)c1nc(-c2ccc(F)cc2)oc1NCc1ccccc1	42.2%	-20.2%	3.7%	4.2%	77.7%[activator]	-9.9%	5.6%	36.8%	8.0%
COc1ccccc1C1=NCc2nnc(CSC)n2-c2ccc(Cl)cc21	15.9%	0.0%	12.7%	nt	6.0%	-20.6%	0.0%	7.2%	-0.6%
Cc1ccc(-n2c(O)c(C=N)c(=O)n(-c3ccc(C)cc3)c2=O)cc1	5.6%[2.29 µM]	-4.2%	-9.9%	-0.2%	1.5%[57.1 µM]	-25.6%	34.1%[activator]	18.4%	-9.7%
Cn1cccc1/C=C1/C(=O)NC(=O)N(Cc2ccc(F)cc2)C1=O	?	-11.8%	-20.5%	-3.1%	-6.0%	-12.8%	?	?	-0.7%
Cc1cc(N(CCCl)CCCl)ccc1C=NNC(=O)c1cccnc1	2.1%[2.29 µM]	-0.9%	-13.4%	nt	-2.3%[2.29 µM]	-3.2%	2.4%	22.2%	-0.4%
Cn1cccc1/C=C1/C(=O)NC(=S)N(Cc2ccc(F)cc2)C1=O	44.7µM*	-1.0%	-8.2%	6.0%	-1.7%	-28.9%	10µM*	?	2.4%
COC(=O)C1=C(N)OC(C)=C(C(C)=O)C12C(=O)N(C)c1ccccc12 (stereo unspecified)	3.5%	4.9%	2.5%	-0.6%	-4.5%	-15.0%	6.9%	-23.6%	7.3%
CC(=O)c1c(O)n(C)c(=S)n(-c2ccccc2)c1=O	-17.1%	-0.5%	nt	1.5%	-7.0%	-4.1%	0.0%	6.4%	8.7%
CC(c1ccccc1F)n1cc(C(=O)Nc2ccc3nc[nH]c3c2)nn1 (stereo unspecified)	-9.5%[57.1 µM]	-4.2%	-0.7%	-0.4%	-1.7%	-8.3%	-15.8%	-10.8%	7.3%
CC(=O)NC(Cc1ccc(N(CCCl)CCCl)cc1)C(=O)NC(C(=O)O)C(C)C (stereo unspecified)	?	1.6%	1.3%	1.8%	5.2%[57.1 µM]	-9.2%	-37.6%	-2.3%	-6.0%

Some of these compounds in order of formula weight, smallest number first:
SMILES	TrxR1 inh	Vif-A3G inh	Vif-A3F inh	RXFP1 agonist	TrxR1 substrate	USP1 inh	ALOX12 inh	RGS4 inhibitor	IDH1 R132H inh
CC(c1ccccc1F)n1cc(C(=O)Nc2ccc3nc[nH]c3c2)nn1 (stereo unspecified)	-9.5%[57.1 µM]	-4.2%	-0.7%	-0.4%	-1.7%	-8.3%	-15.8%	-10.8%	7.3%
COc1ccccc1C1=NCc2nnc(CSC)n2-c2ccc(Cl)cc21	15.9%	0.0%	12.7%	nt	6.0%	-20.6%	0.0%	7.2%	-0.6%
Cc1c(C(c2ccc(F)cc2)c2c(O)c3ccccc3oc2=O)c(=O)n(-c2ccccc2)n1C (stereo unspecified)	-7.5%	-4.2%&4.7%	-16.7%&-3.3%	0.7%&5.4%	-8.9%	1.2%&-17.6%	?	38.3%&-23.6%	6.6%&0.1%

Remaining list, next part:
SMILES	TrxR1 inh	Vif-A3G inh	Vif-A3F inh	RXFP1 agonist	TrxR1 substrate	USP1 inh	ALOX12 inh	RGS4 inhibitor	IDH1 R132H inh
C[C@@H]1C(=O)O[C@H]2C[C@@]34[C@H]5C[C@@H](C(C)(C)C)[C@]36[C@@H](OC(=O)[C@@H]6O)O[C@@]4(C(=O)O5)[C@]21O	-6.3%	-6.1%	4.5%	0.1%	7.2%[57.1 µM]	-6.8%	nt	-14.0%	0.0%
CCOC(=O)c1c(C)n(Cc2ccccc2)c2ccc(OCC(O)Cn3nc(C)cc3C)cc12 (stereo unspecified)	5.2%	1.0%	nt	1.3%	3.2%	-25.0%	?	-47.9%	5.2%
O=C1CC(=O)N(c2cccc(Cl)c2)C(=O)N1	?	-5.6%	-7.2%	2.1%	15.5%	-16.1%	?	-18.4%	11.6%
O=c1cccc2n1C[C@@H]1C[C@@H]2CN(CC(O)c2ccc([N+](=O)[O-])cc2)C1 (stereo partly specified)	6.1%	-1.5%	14.3%	-0.9%	-0.2%	-19.8%	0.0%	-2.1%	-2.1%
C(#CCN1CCOCC1)COCc1ccccc1	-13.0%	-1.1%	-19.5%	-0.1%	-6.1%	-8.8%	?	-9.7%	4.6%
Oc1c(Br)cc(Br)cc1CN1CCN(Cc2ccccc2)CC1	17.3%[57.1 µM]	1.0%	-11.8%	0.1%	9.2%[57.1 µM]	-11.5%	5.6%	19.1%	7.4%
CNC(=S)N1CC2CC(C1)c1cccc(=O)n1C2 (stereo unspecified)	0.2%	-5.0%	9.1%	-2.3%	-1.3%	-15.2%	-5.3%	3.4%	-0.2%
c1ccc2cc(CC3=NCCN3)ccc2c1	13.0%&12.6%&29.1%[57.1 µM]	1.1%	0.9%	-0.8%	-12.8%[57.1 µM]	-10.6%	0.0%	-0.3%[56.9 µM]	5.9%
COc1ccc(C)cc1NC(=O)N1CCC2(CC1)OCCO2	0.9%	1.4%	-7.3%	-1.1%	0.5%	-21.5%	-10.3%	2.7%[11.4 µM]	5.8%
CCOC(=O)C1CCN(Cc2ccc(Cl)nc2)CC1	-6.6%	-8.9%	1.5%	-1.4%	-4.2%	-18.8%	0.4%	1.5%[56.9 µM]	-11.2%
COC1=CC(=O)OC(CCc2ccc3c(c2)OCO3)C1 (stereo unspecified)	13.1%	1.6%	11.4%	nt	2.7%	-2.5%	10.9%	1.4%	14.5%
CN(C)c1ccc(C=C(C#N)C#N)cc1	7.3%[57.1 µM]	2.2%	-17.2%	0.4%	-8.2%	4.2%	-18.6%	2.3%	3.8%
Cc1ccc2scc(N3CCN(C)CC3)c(=O)c2c1	-6.3%[57.1 µM]	3.9%	0.2%	0.7%	-11.4%[57.1 µM]	7.5%	-3.7%	-19.3%	-17.0%
CCCCCNc1c(C(=O)OCC)c(=O)[nH]c2ccccc12	9.3%	0.5%	nt	0.3%	2.7%	-18.2%	0.0%	?	7.5%
CC(=O)Nc1ccccc1C(=O)OCC(=O)c1ccccc1Cl	-18.9%	-0.3%	-23.6%	3.7%	-14.1%	1.2%	-0.3%	14.1%	-0.3%
CCCCN=C[C@]12CCC(O)CC1(O)CCC1[C@@H]2CC[C@]2(C)[C@H](C3C=CC(=O)O3)CCC12O (stereo partly specified)	16.3%	-16.0%	17.9%	1.6%	-0.8%	-9.5%	12.0%	18.8%	0.3%
CCN1C(=O)NC(=O)/C(=C/c2cc(C)n(-c3sc(C)c(C)c3C#N)c2C)C1=O	?	0.0%	0.4%	-0.4%	-2.8%	-11.6%	?	?	-5.5%
COC(=O)C1=C(c2ccc(C(C)=O)cc2)C[C@@H]2CC[C@H]1N2C(=O)NCc1ccc(C(F)(F)F)cc1	10.0%[57.1 µM]	-6.6%	-3.4%	-2.2%	6.2%[57.1 µM]	-26.9%	nt	-0.2%	-2.5%
COC(=O)[C@]12OC[C@]34C([C@@H](O)[C@@H]1O)[C@]1(C)CC(=O)C(O)=C(C)[C@@H]1C[C@H]3OC(=O)[C@H](O)[C@@H]24 (stereo partly specified)	-12.4%	-13.2%	2.8%	3.7%	1.0%	-27.3%	0.9%	-3.9%	3.3%

Only part of the results is shown, so the mix of outcomes need not match the whole.
